Compound activity as filed in PubChem.
ERK AVP inh: vasopressin-driven ERK pathway inhibition. HEK293-V1b, vasopressin-stimulated pERK AlphaScreen. Potency, µM (titrated, usually from 57.5 µM), inactives show top-dose activity, negative = inhibition, hits mostly inhibitors. 0.99% of 72,000 active; further: potency means the concentration at half of the fitted maximal effect; on the % scale 0 is the no-effect control and ±100 the full control effect; nearly all actives have a fitted effect of over 55% in size
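Overnight-seeded V1b-HEK293 cells in 1% FBS got compound, then vasopressin (25 nM final, 5 min, 37C), then lysis buffer. AlphaScreen detection of phospho-ERK; activity normalized to basal and full-stimulation controls.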
Tau fil binding: tau filament binding; P10636; recombinant tau filaments, thioflavin S fluorescence, 15 h; filaments grown with octadecylsulfate alongside compound; Potency, µM (highest dose often 57.1 µM), without a hit: top-dose activity change, negative = inhibition; 2% of 71,000 active; AID 596;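 further: potency means the concentration at half of the fitted maximal effect; on the % scale 0 is the no-effect control and ±100 the full control effect; actives lower thioflavin S fluorescence by blocking filaments or displacing dye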
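Tau 2 uM in ThS buffer dispensed; compound added; 60 uM ODS added (finals 1 uM tau, 30 uM ODS); 15 h 37 C; fluor ex450/em510.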
Luciferase inh: firefly luciferase inhibition. purified firefly luciferase, luminescence, 8 min. 2.2% of 72,000 active. P08659. Potency, µM (titrated, usually from 57.1 µM), inactives show at the top dose activity change, negative = inhibition, hits mostly inhibitors. AID 411; further: potency means the concentration at half of the fitted maximal effect; on the % scale 0 is the no-effect control and ±100 the full control effect; nearly all actives have a fitted effect of over 40% in size
Target sequence (P08659 whole entry, looked up): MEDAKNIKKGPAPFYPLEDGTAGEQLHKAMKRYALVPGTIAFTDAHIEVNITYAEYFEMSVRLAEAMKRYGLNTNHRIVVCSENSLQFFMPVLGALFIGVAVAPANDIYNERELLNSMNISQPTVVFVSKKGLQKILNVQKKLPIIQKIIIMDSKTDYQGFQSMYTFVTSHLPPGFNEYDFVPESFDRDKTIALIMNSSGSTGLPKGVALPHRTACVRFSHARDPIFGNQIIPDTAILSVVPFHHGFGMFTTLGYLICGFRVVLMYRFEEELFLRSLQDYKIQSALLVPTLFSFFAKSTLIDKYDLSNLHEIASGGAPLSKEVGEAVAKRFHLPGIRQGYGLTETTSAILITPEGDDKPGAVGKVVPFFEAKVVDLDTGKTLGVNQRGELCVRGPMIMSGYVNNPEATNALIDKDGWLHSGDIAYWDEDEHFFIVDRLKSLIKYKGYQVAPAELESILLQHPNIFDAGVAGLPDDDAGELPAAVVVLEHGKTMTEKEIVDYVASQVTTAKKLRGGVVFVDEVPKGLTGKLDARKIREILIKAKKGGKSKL
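Substrate buffer containing 10 uM ATP (pH 7.2 imidazole, Mg2+, KCl, detergent, BSA) is dispensed, compound pinned in, then luciferase/luciferin detector mix added. After 8 min at ambient temperature, light output is measured.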
Casp1 inh: allosteric or competitive inhibitors of human caspase-1; Caspase-1 enzyme, Ac-WEHD-AFC fluorogenic rate; Potency, µM (doses to about 57.5 µM), for the others: at the highest dose activity change, negative = inhibition, hits mostly inhibitors; 0.03% of 75,000 active; AID 900;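 further: potency means the concentration at half of the fitted maximal effect; plate controls were vehicle for no effect and no substrate for full effect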
TexasRed autofl: compound fluoresces in the Texas Red spectral region; Compound fluorescence, Texas Red channel, 547/618 nm; active compounds read high; max dye-equivalent concentration, M; 0.06% of 59,000 active; AID 587; in the data active means max dye-equivalent concentration above about 10 nM; inconclusive means between about 1.1 nM and that limit
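Spectral interference profiling: each compound concentration's relative fluorescence, read with a 547 nm excitation and 618 nm emission filter pair, was normalized to a per-plate Texas Red standard curve.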
HEK293 cAMP ctrl: parental HEK293 cAMP activation (counter-screen). parental HEK293 CNG cAMP sensor, membrane potential fluorescence. AID 938. 2.5% of 73,000 active. Potency, µM (top dose mostly 57.1 µM), for inactives: top-dose activation, hits mostly activators; further: potency means the concentration at half of the fitted maximal effect; % of control where 0% means no effect; nearly all actives have a fitted effect of over 55% in size
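Counterscreen for endogenous-receptor signalling: CNG-channel HEK 293 cells report cAMP rise by membrane depolarization. After 60 min dye equilibration with 100 uM RO 20-1724, compounds incubated 30 min before bottom-read fluorescence at 590 nm.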
Fluorescein fluor: compound autofluorescence in fluorescein spectral region; AID 593; Compound autofluorescence, 480/540 nm, fluorescein-equivalent; active compounds read high; 0.91% of 59,000 active; max fluorescein-equivalent concentration, M; in the data active means max fluorescein-equivalent concentration above about 10 nM; inconclusive means between about 1.1 nM and that limit
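Each compound is tested across a concentration series in 100 mM Tris buffer at pH 8.0. After 15 min at room temperature, plates are imaged with 480 nm excitation and 540 nm emission filters, and intensities are converted to fluorescein-equivalent values.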
Rhodamine autofl: compound autofluorescence in rhodamine spectral region | Rhodamine-region fluorescence, 547/598 nm, Tris buffer; active compounds read high | max dye-equivalent concentration, M | 0.05% of 59,000 active | AID 594; in the data active means max dye-equivalent concentration above about 11 nM; inconclusive means between about 1.1 nM and that limit
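Read-out is relative fluorescence at 547 nm excitation and 598 nm emission, expressed as dye-equivalent concentration using rhodamine standards on every plate. Each compound was profiled across a concentration series after 15 min in 100 mM Tris, pH 8.0.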
Caspase-7 inhib: caspase-7 (human) inhibition, allosteric or competitive; 0.02% of 75,000 active; Potency, µM (titrated, usually from 57.5 µM), inactives show at the top dose activity change, negative = inhibition, most hits filed as inhibitors; P55210; recombinant caspase-7, Ac-DEVD-AFC fluorescence rate; AID 889; active means well fitted inhibition curve with a large enough effect in the main read-out, with a control signal flat, not every such curve was filed as active; inconclusive means small, poorly fitted or top-dose-only effect, or a change in a side signal; further: potency means the concentration at half of the fitted maximal effect; % of control where 0% means no effect
Target sequence (P55210 24-198 limits assumed): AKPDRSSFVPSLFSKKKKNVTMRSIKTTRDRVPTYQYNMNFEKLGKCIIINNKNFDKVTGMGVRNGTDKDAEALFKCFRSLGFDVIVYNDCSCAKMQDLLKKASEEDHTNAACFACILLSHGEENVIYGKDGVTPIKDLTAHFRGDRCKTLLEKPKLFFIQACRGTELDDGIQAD
Target sequence (P55210 207-303 limits assumed): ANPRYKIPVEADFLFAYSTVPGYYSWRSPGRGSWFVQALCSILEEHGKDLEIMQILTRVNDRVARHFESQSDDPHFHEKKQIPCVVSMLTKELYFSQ
4MU fluor: compound fluoresces in the 4-MU spectral region. 11% of 59,000 active. compound autofluorescence, 340/450 nm, 4-MU equivalents; active compounds read high. AID 589. max dye-equivalent concentration, M; in the data active means max dye-equivalent concentration above about 10 nM; inconclusive means mostly about 1.1 nM to 9.6 nM
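Compounds in 100 mM Tris, pH 8.0, incubated 15 min at room temperature, then fluorescence read at 340 nm excitation/450 nm emission. Signal converted to 4-MU dye-equivalent concentration using an on-plate six-point 4-MU standard curve.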
A350 autofl: A350 region autofluorescence; max dye-equivalent concentration, M; 11% of 59,000 active; Compound autofluorescence, 340/450 nm, Alexa 350 dye-equivalents; active compounds read high; AID 590; in the data active means max dye-equivalent concentration above about 10 nM; inconclusive means mostly about 1.1 nM to 9.6 nM
* = called active by the depositor; i = inactive; ? = inconclusive; nt = no result given; [ ] = remark or other dose. Unless noted, the call rests on the fitted dose curve; in most records, active means well fitted curve in the direction sought with a large enough effect; inconclusive means small, poorly fitted or top-dose-only effect, or another doubt; inactive means no such curve, though single readings can be large; an effect the other way counts as inactive or inconclusive. The list is partial; the hit share may differ from the screen's.

SMILES	ERK AVP inh	Tau fil binding	Luciferase inh	Casp1 inh	TexasRed autofl	HEK293 cAMP ctrl	Fluorescein fluor	Rhodamine autofl	Caspase-7 inhib	4MU fluor	A350 autofl
Cc1cc(NC(=O)CCCC(=O)N(CC(=O)NC2CCCCC2)c2ccccc2)no1	-14%	5%	-12%	-14%	?	?	?	i	-12%	?	?
O=C(Nc1nc2ccccc2n1CCN1CCCCC1)c1ccco1	-20%	11%	0%	3%	i	-40%[inhibitor]	?	i	-2%	i	i
CCC(=O)Nc1ccc(C(=O)Cn2nc(C(=O)O)c3ccccc3c2=O)cc1	-22%	-18%	2%	-3%	i	-12%	i	i	-13%	5.1e-08M*	4.7e-08M*
COc1nnc(OC)c2ccccc12	22%	8%	3%	0%	i	7%	i	i	1%	i	i
CCN(CC)S(=O)(=O)c1cccc(-c2nnc(SCC(=O)c3cc(C)n(C)c3C)o2)c1	-2%	-4%	-1%	-1%	?	16µM*	i	i	-4%	i	i
CCCS(=O)(=O)NCCc1cc2c(OC)ccc(OC)c2[nH]c1=O	37%[activator]	0%	-4%	-4%	i	17%	i	i	-2%	?	?
O=C(C1CCC(=O)N1Cc1cccnc1)N1CCN(c2ccc(F)cc2)CC1 (stereo not given)	-6%	-11%	1%	-2%	nt	0%	nt	nt	0%	nt	nt
O=C(CN1CCN(CCC(=O)Nc2ccccc2F)CC1)Nc1ccc(Cl)cc1	18%	2%	2%	1%	i	5%	?	i	-1%	i	i
O=C(NC1CCCC1)C(c1ccccn1)N(C(=O)c1csnn1)C1CC1 (stereo not given)	17%	-3%	0%	0%	i	9%	i	i	-1%	i	i
O=C(Nn1cnnc1)c1ccccc1-c1ccccc1	-3%	-6%	0%	-1%	i	1%	?	i	1%	i	i
CCCCOC(=O)Nc1ccc(S(=O)(=O)Nc2nc(C)cc(C)n2)cc1	nt	nt	1%[25.5 µM]	nt	i	nt	i	i	nt	i	?
CC(=O)Nc1cccc(Oc2nc(C)cc(C)c2C#N)c1	nt	6%	2%	-1%	nt	5%	nt	nt	3%	nt	nt
CCOC(=O)c1[nH]c(C)c(C(=O)N(C)Cc2ccccc2)c1C	3%	8%	4%	3%	?	2%	i	i	-1%	i	?
COc1ccc(N2CCN(C(=O)Cc3nn(C)c(=O)c4ccccc34)CC2)cc1	?	-10%	2%	0%	i	7%	i	i	0%	i	i
O=C(Nc1nnc(COc2ccccc2)s1)c1ccco1	-2%	1%	0%	0%	i	6%	i	i	-3%	i	i
Cc1cc(C)n(-c2ccc(C(=O)OCn3nnc4ccccc4c3=O)cc2)n1	7%	-5%	2%	0%	?	5%	i	i	-3%	i	i
CCOc1ccccc1N(CC(=O)Nc1ccc(C)cc1)S(C)(=O)=O	?	10%[11.4 µM]	3%	-1%	nt	-1%[11.4 µM]	nt	nt	1%	nt	nt
CCOC(=O)N1CC=C2C(C#N)=C(N)C(C#N)(C#N)[C@H](c3ccccc3OCC)[C@H]2C1	4%	19%	0%	-11%	?	?	?	i	-9%	4.2e-08M*	6.4e-08M*
CN1CCN(C2=C(Cl)C(=O)N(c3cccc(Cl)c3)C2=O)CC1	-1%	-26%	1%	1%	nt	?	nt	nt	-1%	nt	nt
N#Cc1nc(COc2ccc(Br)cc2)oc1NCCCn1ccnc1	-16%	12%	4%	0%	i	18%	i	i	-2%	i	i
Cc1nc(NC(C)c2ccccc2)c2oc3ccccc3c2n1 (stereo not given)	-22%	22%	2%	-3%	i	16µM*	?	i	-1%	?	?
CCCc1cc(C(=O)Nc2cc(C)nn2-c2ccccc2)no1	8%	3%	4%	-5%	nt	13%	nt	nt	1%	nt	nt
COc1ccc(Nc2nccc3c2nnn3C)cc1	-2%	-29%	?	2%	?	-4%	?	i	0%	i	?
N#CCn1c(C2CCCCC2)nc2ccccc2c1=O	-12%	15%	-1%	-7%	i	26%	i	i	-4%	?	?
CCCCN(CC)CCNS(=O)(=O)c1cccc2cccnc12	nt	-30%	-5%	0%	nt	12%	nt	nt	0%	nt	nt
Cc1ccc2oc(-c3ccc(NC(=O)CC(C)C)cc3)nc2c1	?	59%	?	0%	nt	19%	nt	nt	1%	nt	nt
CNC(=O)CCC(=O)Nc1ccc(C(=O)OC)cc1	3%	-6%	0%	-1%	i	-2%	?	i	1%	i	i
Cc1cnc(NC(=O)CN2CCN(c3ccccn3)CC2)s1	6%	-8%	0%	3%	i	4%	i	i	-1%	i	i
CC1(C)Cc2noc(N)c2C(C)(C)N1OC(=O)c1scc2c1OCCO2	23%	0%	-1%	-1%	i	2%	i	i	2%	i	i
O=C(NCc1cccnc1)c1cccc(C(F)(F)F)c1	-11%	6%	2%	0%	i	4%	i	i	1%	i	i
N#CC(C#SN)=C1CCCCC1	-11%	-11%	-3%	-7%	?	-2%	?	i	-7%	i	i
O=C(Cn1[nH]c(=O)c2ccccc2c1=O)Nc1cccc(-c2nnc3n2CCCCC3)c1	-23%	9%	2%	2%	?	-12%	?	i	0%	i	?
O=C(c1ccccc1)N1CCCOC1c1ccccc1 (stereo not given)	-9%	5%	-1%	-1%	i	1%	?	i	0%	i	i
O=C(CC1OC(=O)c2ccccc21)NC1CCCCC1 (stereo not given)	-16%	-9%	1%	-1%	i	10%	?	i	-1%	i	i
COc1cccc(C2C(C(N)=O)=C(C)Nc3nc(CCCO)nn32)c1OC (stereo not given)	3%	5%	0%	1%	nt	5%	nt	nt	-1%	nt	nt
O=S1(=O)CCC(NCC2CCCO2)C1 (stereo not given)	-6%	-10%	2%	0%	i	3%	i	i	1%[0.00368 µM]	i	?
O=S(=O)(O)c1ccc2cc(N=Nc3cc(S(=O)(=O)O)c4cccnc4c3O)ccc2c1	-1%[11.5 µM]	7%[11.4 µM]	-1%[11.4 µM]	-1%[11.5 µM]	?	2%[11.4 µM]	?	i	-6%[11.5 µM]	?	?
O=C(c1cc2c(=O)oc3ccccc3c2s1)N1CCOCC1	6%	4%	-6%	1%	?	-10%	i	i	0%	i	i
CCN(CC)CCCNC(=O)Cn1ncc2c(=O)oc3ccc(C)cc3c21	-3%	7%	1%	2%	nt	-10%	nt	nt	-3%	nt	nt
CC1CCN(C(=O)C2CCN(C(=O)c3cc4sccc4n3Cc3ccc(F)cc3)CC2)CC1	14%	9%	0%	-2%	?	?	i	i	-9%	i	i
O=C(NCC(c1cccnc1)N1CCN(c2ccccc2F)CC1)c1cccc(Cl)c1 (stereo not given)	-28%	12%	-1%	0%	i	?	i	i	-1%	i	i
COC(=O)c1cc(Br)c(=O)n(-c2nccs2)c1	nt	nt	0%[25.5 µM]	nt	i	nt	?	i	nt	i	i
COc1cc(C)nc(Oc2ccc(OCCOc3ccc(C)cc3)nn2)n1	nt	nt	1%[25.5 µM]	nt	i	nt	i	i	nt	i	i
Cc1oc(-c2ccc(Cl)cc2)[n+]([O-])c1C	-2%	6%	4%	-2%	i	9%	i	i	-1%	i	i
CCN1C(=O)C(CC(=O)NCc2ccc(Cl)cc2)N(CC)C1=O (stereo not given)	-13%	-9%	-1%	2%	i	7%	i	i	1%	i	i
COc1cc2c(cc1OC)-c1cc(NC3CCCCCC3)nc(=O)n1CC2	?	14%	0%	0%	i	19%	?	i	-4%	4.1e-08M*	5e-08M*
COc1ccc(N2Cc3cccc(C(=O)N4CCN(C(=O)c5ccco5)CC4)c3C2=O)cc1	-30%	12%	-3%	-4%	nt	-1%	nt	nt	-22%	nt	nt
Cc1csc2nc(CSc3ccc(Cl)cc3)cn12	-11%	32%	?	-4%	i	?	i	i	-9%	i	i
COc1ccc(C(=O)NCc2cn3ccsc3n2)cc1OC	nt	7%	0%	0%	nt	5%	nt	nt	3%	nt	nt
Clc1ccccc1-c1nn2c(-c3ccccn3)nnc2s1	nt	nt	-3%[25.5 µM]	nt	i	nt	i	i	nt	i	?

Next section:
SMILES	ERK AVP inh	Tau fil binding	Luciferase inh	Casp1 inh	TexasRed autofl	HEK293 cAMP ctrl	Fluorescein fluor	Rhodamine autofl	Caspase-7 inhib	4MU fluor	A350 autofl
CCC(=O)n1nc(-c2ccccc2)nc1NCc1ccccc1	10%	11%	0%	1%	i	?	i	i	-1%	i	i
Cc1ccc(NC(=O)C(C)N2C(=O)C3CC=C(Cl)CC3C2=O)cc1 (stereo not given)	29%	-9%	1%	-1%	i	-6%	?	i	0%	i	i
COC(=O)c1nnn(-c2ccccc2)c1N	18%	0%	-1%	2%	i	-1%	?	i	0%	i	i
C[C@@](N)(C(=O)O)c1ccc(S(=O)(=O)O)cc1	14%	?	-3%	2%	nt	1%	nt	nt	0%	nt	nt
CC(=O)Nc1ccc(NC(=O)c2ccccc2N(C)S(C)(=O)=O)cc1	15%	-3%	3%	0%	i	?	?	i	0%	i	i
C=CCn1c(SCc2csc(C)n2)nc2sc3c(c2c1=O)CCCCC3	-24%	27%	2%	-2%	i	?	i	i	-5%	i	i
O=C(c1ccccc1)N(CCN1CCOCC1)C1(C(=O)Nc2ccccc2)CCCCC1	19%	-6%	2%	0%	i	?	?	i	0%	i	i
O=C(NCc1ccccc1)c1cccc(NC(=O)c2ccco2)c1	16%	18%	-2%	-2%	nt	-6%	nt	nt	1%	nt	nt
COC(=O)c1cc(Br)c(=O)n(Cc2ccncc2)c1	-6%	5%	0%	-3%	i	6%	i	i	-2%	i	?
